F508del corr: CFTR F508del correction in bronchial cells. CFBE cells, YFP halide quenching; stimulated with forskolin plus potentiator P3; % fluorescence drop versus neutral controls. activity (quench increase), % at 7.58 µM. 0.36% of 350,000 active;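 active = mean added fluorescence quench of at least 8% versus neutral control, with both replicates also reaching 8%; inconclusive = only one of the mean or replicate conditions met; inactive = mean below 8% and not both replicates reaching 8%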;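 also: cells transiently co-express mutant CFTR-F508del with the halide-sensitive YFP; corrector assay measuring rescue of mutant channel to the surface after 24 h compound exposure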
EWS-Fli inh: EWS/Fli transcriptional activity inhibition. A673 NR0B1-luciferase reporter, viability-normalised. 0.67% of 350,000 active. inhibition, % at 12.6 µM;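 active = mean inhibition of at least 50% after viability correction, with every replicate also passing that limit; inconclusive = mean reaches 50% but only one of two replicates passes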;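 also: firefly luciferase signal divided by Alamar Blue viability fluorescence both relative to DMSO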
ERp5 block: blocks human ERp5 reductase activity on insulin. 0.05% of 350,000 active. inhibition, % at 9.99 µM. Q15084. ERp5 insulin aggregation, absorbance 650 nm, 90 min. AID 651711;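 active = mean replicate inhibition above about 25%, with every replicate also reaching it, limit read from the data, passing the limit was not always enough; inconclusive = only one of those two criteria met; inactive = neither criterion met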
Target sequence (Q15084 whole entry, looked up): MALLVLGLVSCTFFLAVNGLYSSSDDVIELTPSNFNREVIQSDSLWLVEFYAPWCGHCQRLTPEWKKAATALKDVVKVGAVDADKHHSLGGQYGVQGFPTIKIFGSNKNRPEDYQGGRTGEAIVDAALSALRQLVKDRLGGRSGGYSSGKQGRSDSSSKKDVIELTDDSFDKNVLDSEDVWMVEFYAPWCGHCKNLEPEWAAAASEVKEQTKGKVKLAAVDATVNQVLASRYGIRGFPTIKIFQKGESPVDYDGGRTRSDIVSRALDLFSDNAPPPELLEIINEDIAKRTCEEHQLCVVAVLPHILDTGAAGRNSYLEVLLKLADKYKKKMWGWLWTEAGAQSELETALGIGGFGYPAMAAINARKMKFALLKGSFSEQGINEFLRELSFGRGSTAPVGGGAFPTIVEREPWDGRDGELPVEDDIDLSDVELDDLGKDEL
Xi reactivation: activators of X-chromosome reactivation in mouse fibroblasts; XiGFP mouse fibroblasts, % GFP-positive cells imaging, 3 d; cells co-treated with 5-aza-dC sensitizer; scaled so ellipticine positive control = 100%; activation, % at 7.58 µM; 0.055% of 360,000 active; AID 743238;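 active = mean normalized replicate activation at least 10% and every replicate at or above 10%; inconclusive = only one of the two criteria met; inactive = mean below 10% and not all replicates reach 10%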;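 also: 0% = median of on-plate neutral control wells and 100% = ellipticine 6 µM median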
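System: XiGFP fibroblasts, SV40-immortalized. Medium: DMEM plus 5-aza-dC sensitizer. Doses: single point. Timing: 3 d treatment, 15 min room-temperature fixation. Control set: ellipticine 6 µM.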
INS-1E GSIS act: primary screen for activators of insulin secretion dependent on glucose, INS-1E cells, GLuc reporter luminescence; activation, % at 16.6 µM; AID 743287; INS-1E GLuc reporter insulin secretion, 2-3 h; 0.61% of 370,000 active;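 active = lowest replicate activation of at least 40%, so every replicate reaches that level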;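 also: 0% = median of neutral control wells and 100% = median of IBMX positive control wells; some compounds called inactive have numbers as strong as hits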
DENV2 CPE: inhibitors of DENV2 cytopathic effect. DENV2-infected cells, cytopathic effect rescue, plate reader. CPE inhibition, % at 9.99 µM. 1.7% of 350,000 active. AID 651640; in the data active = CPE inhibition above about 20%, passing the limit was not always enough; inconclusive = no clear call, values can overlap the other calls; tested in BHK-21 cells;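 also: 0% = median of neutral control wells and 100% = median of positive control wells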
PAX8 reporter: lowers PAX8-driven luciferase in RMG-I cells | RMG-I TPO-luciferase reporter, SteadyGlo, 24 h | inhibition, % at 12.6 µM | 1.2% of 360,000 active | AID 652154;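 active = mean replicate inhibition at least 60% with every replicate also reaching 60%; inconclusive = only one of the two criteria is met; inactive = mean below 60% and not all replicates reaching 60%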;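 also: luciferase light reporting Pax8 driven TPO promoter activity; plate controls were median of neutral control wells for no effect and mitoxantrone controls for full effect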
ARNT-TACC3 inh: ARNT/TACC3 interaction disruption; 0.66% of 390,000 active; AlphaScreen His-ARNT PAS-B/GST-TACC3 binding, luminescence; TACC3 fragment carries E629A point mutation; inhibition, % at 9.99 µM;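 active = mean inhibition of replicates at least 50% and at least half of replicates each reaching 50%; inconclusive = half or more replicates reach 50% but mean below 50%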;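 also: 0% = complete ARNT plus TACC3 wells and 100% = ARNT alone without TACC3; many hits fall short of the cut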
The depositor's hits bear a star; ? = inconclusive; . = not tested or not shown; & = joins results of further samples; ! = repeats disagree. No enrichment for hits (roughly 4.2% active in at least one column).

SMILES	F508del corr	EWS-Fli inh	ERp5 block	Xi reactivation	INS-1E GSIS act	DENV2 CPE	PAX8 reporter	ARNT-TACC3 inh
Cc1nc2nc(N)nc(OCc3ccccc3)c2nc1C	-2.1	5	0	0.0	-1	1	20	.
COC(=O)C1=CN(Cc2cccs2)C=C(C(=O)OC)C1c1cccc(O)c1	-2.0	-5	4	0.0	8	-5	-13	-22
COc1ccc2c3c(n(C)c2c1)[C@H](CO)N(C(=O)C1CC1)CC31CN(C(=O)C2CCOCC2)C1	-3.2	-8	4	0.0	12	-13	0	.
COc1ccc(-n2nc3c(c2NC(=O)COc2ccccc2)CS(=O)(=O)C3)cc1	1.0	0	7	0.3	37	-10	-13	-8
CCN(CC)C(=O)C1=C(C)N(CCC2=CCCCC2)C(=O)C(CC(=O)NCCc2ccccn2)C1 (stereo not drawn)	1.5	13	-2	-0.1	-7	-7	2	.
COc1cccc(NC(=O)COC(=O)c2ccccc2SCC(=O)N2CCCC2)c1	-1.7	-1	-2	0.0	-3	6	-9	0
COc1ccc(/C=N/Nc2ccc(C(F)(F)F)cc2[N+](=O)[O-])cc1	.	.	.	0.0	45*	.	21	-10
O=C(NC1CCCC1)C(c1ccncc1)N(C(=O)c1csnn1)c1cccc(Cl)c1 (stereo not drawn)	-2.1	-8	5	0.3	-3	-2	-10	.

SMILES	F508del corr	EWS-Fli inh	ERp5 block	Xi reactivation	INS-1E GSIS act	DENV2 CPE	PAX8 reporter	ARNT-TACC3 inh
CCN(CC)C(=O)[C@H]1C[C@H](CC(=O)NCc2ccc(OC)c(OC)c2)C(=O)N2CCc3c([nH]c4cc(-c5ccco5)ccc34)[C@]12C	0.7	11	5	0.0	-15	15	-4	.
Cc1oc2cc(O)ccc2c(=O)c1-c1nncn1-c1ccccc1	2.3	17	0	0.0	0	3	7	5
COc1ccc(Cl)cc1NC(=O)NCc1ccc2c(c1)OCO2	-0.6	7	5	0.1	0	14	10	-4
COc1ccccc1NS(=O)(=O)c1cc(NC(=O)C(C)NC(N)=O)ccc1N1CCCC1 (stereo not drawn)	-0.7	-19	-3	0.1	-1	-10	5	7
COc1ccccc1CNC(=O)[C@H](C)NC(=O)C1CCN(C(=O)[C@@H](N)Cc2ccccc2)CC1	-1.6	-1	5	.	4	9	.	3
C/C(=N\NC(=O)c1sccc1C)c1ccncc1	1.9	.	-7	0.0	25	13	-117	-1
O=C(c1ccc(F)cc1F)C1CCN(c2ccc([N+](=O)[O-])cn2)CC1	1.6	3	-2	0.0	-4	-9	12	-5
O=C1c2ccccc2C(Nc2ccc(F)c(Cl)c2)N1Cc1ccco1 (stereo not drawn)	0.6	20	-4	-0.1	.	36*	-11	3

SMILES	F508del corr	EWS-Fli inh	ERp5 block	Xi reactivation	INS-1E GSIS act	DENV2 CPE	PAX8 reporter	ARNT-TACC3 inh
NNc1nc2c(F)cc(F)cc2s1	-0.6	-44	1	0.0	-11	-18	-39	3
O=C(CNC(=O)Cc1ccccc1)NCC(=O)OCC(=O)c1ccccc1Cl	-0.2	9	5	.	-29	-4	.	-19
Cc1noc(C)c1S(=O)(=O)Nc1ccc2c(c1)C(=O)N([C@H](C)CO)C[C@H](C)[C@@H](CN(C)S(C)(=O)=O)O2	-0.2	6	4	0.1	14	20	.	-3
COc1ccc2nc(CCN(C)C(=O)C3CCC(=O)N(Cc4cccc(F)c4)C3)[nH]c2c1 (stereo not drawn)	1.8	2	1	0.0	61*	3	-1	-3
Cc1cc(Cn2nc(C(=O)NCc3cccc(Br)c3)cc2-c2ccccc2)on1	2.0	4	1	0.1	-10	1	9	15
Cc1cccc(NC(=S)N2CCN(c3ccccc3)CC2)c1	0.9	1	5	0.0	-6	2	14	23
C[C@H](CO)N1C[C@H](C)[C@@H](CN(C)Cc2ccccc2)Oc2c(NS(=O)(=O)c3cn(C)cn3)cccc2C1=O	-0.7&0.0	-6&0	3&-5	-0.2&-0.3	11&-8	30*!	-4&-4	-3&14
Cc1ccc(S(=O)(=O)NC[C@H]2O[C@@H](n3ccc(N)nc3=O)[C@H](O)[C@@H]2O)s1	-3.4	-1	-8	0.1	-5	?	8	.

SMILES	F508del corr	EWS-Fli inh	ERp5 block	Xi reactivation	INS-1E GSIS act	DENV2 CPE	PAX8 reporter	ARNT-TACC3 inh
CCCNC(=O)Nc1ccc2c(c1)OC[C@@H](C)N(CC1CCCC1)C[C@@H](C)[C@@H](OC)CN(C)C2=O	2.6	1	0	-0.2	2	-9	1	0
Cc1ccc2c(c1)OC(c1ccc3c(c1)OCCO3)CC2=O (stereo not drawn)	2.8	-101	3	0.1	-1	1	-69	-2
CN(C)c1ccc(CN(CC2CCCO2)C(=O)c2cccs2)cc1 (stereo not drawn)	0.8	.	-4	-0.1	-4	8	-16	.
COC(=O)c1sccc1S(=O)(=O)Nc1ccc(Cl)cc1	0.6	1	3	-0.1	-17	-4	8	-7
Cc1ccc(C)c(N(CC(=O)NN=C2CCN(C)CC2)S(=O)(=O)c2ccccc2)c1	.	.	.	0.1	-6	.	19	6
C[C@H]1CN([C@@H](C)CO)C(=O)c2cc(NS(=O)(=O)c3cn(C)cn3)ccc2O[C@H]1CN(C)CC1CC1	3.0	3	-4	0.1	13	-5	2	0
COc1ccc(S(=O)(=O)NC(C)C(=O)NCc2cccnc2)cc1Cl (stereo not drawn)	2.3	.	-10	0.0	14	-4	-6	18
CC(=O)Nc1ccccc1C(=O)C(=O)NCCc1ccccc1	.	-10	6	0.0	1	0	-17	0

SMILES	F508del corr	EWS-Fli inh	ERp5 block	Xi reactivation	INS-1E GSIS act	DENV2 CPE	PAX8 reporter	ARNT-TACC3 inh
Cc1ccc(-c2csc(NC(=O)c3ccc(S(=O)(=O)N4CCc5ccccc54)cc3)n2)cc1	-1.0	5	1	0.4	13	25*	24	11
COc1ccc(S(=O)(=O)Nc2ccc3c(c2)C(=O)N([C@@H](C)CO)C[C@@H](C)[C@H](CN(C)S(=O)(=O)c2ccc(Cl)cc2)O3)cc1	2.6	0	.	-0.1	-11	85*	13	15
CCCSc1nc2cc(C)c(C)cc2n1CC(O)CO (stereo not drawn)	1.2	-28	2	0.0	3	5	-18	5
COc1ccccc1N(C)S(=O)(=O)c1ccc(C(=O)Nc2ccc3nc(C)sc3c2)cc1	.	.	.	-0.1	-10	.	21	-11
O=C(COc1ccccc1Br)NC1CCCC1	.	.	.	0.0	24	.	-11	-6
Cc1ccccc1NC(=O)C1CC(=O)N(Cc2ccccc2)C1 (stereo not drawn)	2.5	5	-4	0.0	12	10	4	-6
O=C(NCCS(=O)(=O)N1CCN(c2cccc(Cl)c2)CC1)c1cc(=O)c2ccccc2o1	1.1	.	3	-0.1	-1	3	23	7
O=C(c1ccc(CS(=O)c2ccccc2Cl)o1)N1CCOCC1 (stereo not drawn)	0.1	2	3	0.0	14	-3	-20	-9

SMILES	F508del corr	EWS-Fli inh	ERp5 block	Xi reactivation	INS-1E GSIS act	DENV2 CPE	PAX8 reporter	ARNT-TACC3 inh
Cc1ccc(NC(=O)CCc2nc3ccccc3s2)c(O)c1	-3.1	16	0	0.1	-1	2	20	37
Cc1ccc(C(=O)N/N=C/c2cn(Cc3ccccc3)c3ccccc23)cn1	1.4	15	-3	0.2	.	3	15	-1
CCCn1c(COc2ccccc2OC)nc2ccccc21	2.0	-7	3	0.1	9	-4	-13	-16
COc1cccc(C(=O)Oc2ccc3ccc(=O)oc3c2)c1	-1.8	2	1	0.0	-1	-5	4	5
Nc1ccc2c(c1Cl)C(=O)c1ccc(N)c(Cl)c1C2=O	2.3	-91	4	0.1	21	16	-64	19
Cc1ccc(S(=O)(=O)N[C@@H](C)C(=O)N2CCC(C(=O)N[C@@H](Cc3ccccc3)C(=O)O)CC2)cc1	-3.7	5	.	0.2	6	3	0	3
O=C(C[C@@H]1CC[C@@H]2[C@H](COC[C@@H](O)CN2S(=O)(=O)c2cccc(Cl)c2)O1)N1CCCCC1	-1.5	4	0	0.1	7	-2	-8	0
CCC(=O)Nc1ccc2c(c1)OC[C@H](C)N(C(=O)CC)C[C@H](C)[C@H](OC)CN(C)C2=O	2.9	-2	.	0.2	4	.	.	.

SMILES	F508del corr	EWS-Fli inh	ERp5 block	Xi reactivation	INS-1E GSIS act	DENV2 CPE	PAX8 reporter	ARNT-TACC3 inh
C[C@@H]1CN([C@@H](C)CO)C(=O)c2cc(NC(=O)CCC(F)(F)F)ccc2O[C@@H]1CN(C)C(=O)Nc1cccc2ccccc12	-1.0	-1	-1	0.0	-10	17	31	-3
Cc1ccc(-n2c(C)cc(-c3csc(N)n3)c2C)cc1	.	.	.	0.4	-18	.	16	-4
Cc1ccc(OCc2nnc(SC3CCc4ccccc4C3=O)n2C)cc1 (stereo not drawn)	.	0	-2	-0.2	11	-3	15	5
C[C@H]1CN([C@@H](C)CO)C(=O)c2cccc(NC(=O)C3CC3)c2O[C@H]1CN(C)Cc1ccncc1	0.6&0.7	-17&10	3&10	0.0&0.1	34&11	?	7	0&0
COc1ccc(CN(C)C[C@H]2Oc3c(NS(=O)(=O)c4ccc(C)cc4)cccc3C(=O)N([C@H](C)CO)C[C@H]2C)cc1	-2.7	-2	2	-0.9	1	-3	16	5
Cc1ccc(C2N=C(N)Nc3nc4ccccc4n32)cc1 (stereo not drawn)	-2.8	-3	-3	0.5	-9	-3	11	20
Cc1ccc(S(=O)(=O)N[C@@H]2CC[C@@H](CC(=O)NCCN3CCCCC3)O[C@@H]2CO)cc1	2.3	7	1	0.3	-15	0	-7	.
Cc1ccc(C(=O)OCC(=O)Nc2ccccc2Cl)c(O)c1	-0.5	4	3	-0.3	16	-5	-7	2

SMILES	F508del corr	EWS-Fli inh	ERp5 block	Xi reactivation	INS-1E GSIS act	DENV2 CPE	PAX8 reporter	ARNT-TACC3 inh
Cc1cc(C)c(OCC(=O)OCC(=O)NCc2cccs2)c(C)c1	1.7	-2	-2	0.0	14	4	7	.
O=C(C[C@H]1C[C@@H]2c3cc(NC(=O)C4CCOCC4)ccc3O[C@@H]2[C@H](CO)O1)NCc1cccnc1	-2.6	1	3	0.3	7	?	-2	9
CCOc1ccc(S(=O)(=O)n2ccc(C)n2)cc1	-2.7	6	6	0.2	-1	0	2	1
C[C@H]1CN([C@@H](C)CO)C(=O)c2ccccc2-c2ccccc2CO[C@H]1CN(C)S(=O)(=O)c1ccccc1C#N	-3.5	6	-1	0.4	-5	-2	-18	-5
O=C(NCc1ccc(F)cc1)C1CCN(S(=O)(=O)c2ccc(Br)s2)CC1	0.9	18	1	0.0	-60	-1	1	-3

Entries of single compounds from above. Screens in order: F508del corr	EWS-Fli inh	ERp5 block	Xi reactivation	INS-1E GSIS act	DENV2 CPE	PAX8 reporter	ARNT-TACC3 inh
Results for `Cc1cc(C)c(OCC(=O)OCC(=O)NCc2cccs2)c(C)c1` → 1.7	-2	-2	0.0	14	4	7	.
Results for `O=C(NCc1ccc(F)cc1)C1CCN(S(=O)(=O)c2ccc(Br)s2)CC1` → 0.9	18	1	0.0	-60	-1	1	-3

Two compounds picked at random from the list so far, as already listed:
SMILES	F508del corr	EWS-Fli inh	ERp5 block	Xi reactivation	INS-1E GSIS act	DENV2 CPE	PAX8 reporter	ARNT-TACC3 inh
C[C@H]1CN([C@@H](C)CO)C(=O)c2ccccc2-c2ccccc2CO[C@H]1CN(C)S(=O)(=O)c1ccccc1C#N	-3.5	6	-1	0.4	-5	-2	-18	-5
Cc1cc(C)c(OCC(=O)OCC(=O)NCc2cccs2)c(C)c1	1.7	-2	-2	0.0	14	4	7	.
